Screening results from PubChem.
MKP-3 inhibition – MKP-3 phosphatase inhibitors, primary screen, biochemical, rat enzyme, in vitro (AID 425). recombinant MKP-3 phosphatase activity, fluorescence; higher % means a stronger effect. one-dose inhibition, % at 20 µM; IC50 in µM for titrated hits. 0.17% of 110,000 active; in the data active = inhibition above about 50%;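 note: plate controls were vehicle for no effect and reference inhibitor for full effect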
Hsp70 inhibitors – small molecules displacing fluorescent ligand from Hsp70 – biochemical, fluorescence polarization, primary screen (AID 583); displacement, % at 20 µM; hits with a dose series show IC50 in µM; Hsp70 fluorescence polarization probe displacement, mP; higher % means a stronger effect; 0.06% of 140,000 active; in the data active = displacement above about 50%;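 note: plate controls were vehicle for no effect and reference ligand for full effect; a part of the inactive calls stands beside numbers as strong as those of hits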
Numbers without * were called inactive; · = not tested or not shown; & = joins results of further samples.

Start of the listing, in advance, 2 compounds:
| smiles | MKP-3 inhibition | Hsp70 inhibitors |
| --- | --- | --- |
| CCC(C)(C(=O)NC1CCCCC1)N(CC1CCCO1)C(=O)CNC(=O)c1ccccc1 (configuration not stated) | · | 0.3% |
| CC(NC(=O)c1ccc(=O)oc1)c1ccccc1 (configuration not stated) | -4% | -6.1% |

This part in full, previewed entries included:
| smiles | MKP-3 inhibition | Hsp70 inhibitors |
| --- | --- | --- |
| CCC(C)(C(=O)NC1CCCCC1)N(CC1CCCO1)C(=O)CNC(=O)c1ccccc1 (configuration not stated) | · | 0.3% |
| CC(NC(=O)c1ccc(=O)oc1)c1ccccc1 (configuration not stated) | -4% | -6.1% |
| Cc1cccc(OCCOCCN2CCC(C)CC2)c1C | 2% | -2.7% |
| Cc1ccc(-c2c3c(=O)n(C)c(=O)n(C)c3c3c(C)cc(C)nn23)cc1 | 16% | 45% |
| Cc1c(NC(=O)c2c(F)c(F)c(F)c(F)c2F)c(=O)n(-c2ccccc2)n1C | -3% | 6.0% |
| CC(=O)Nc1sc(N)nc1-c1ccccc1 | 4% | -1.8% |
| O=C(COc1ccc2ccccc2c1)N1CCN(c2ccccn2)CC1 | 3% | -1.4% |
| Cc1ccc(NC(=O)CC2NCCNC2=O)cc1 (configuration not stated) | -4% | 6.0% |
| CCc1ccc(NC(=O)c2nn3c(C(F)(F)F)cc(-c4ccccc4)nc3c2Br)cc1 | -2% | 1.2% |
| Cc1onc(-c2ccccc2Cl)c1C(=O)Nc1sc2c(c1C#N)CCC2 | -9% | -1.9% |
| CC1(c2ccc3noc(-c4ccccc4)c3c2)OCCO1 | -4% | -1.3% |
| O=C(Oc1ccc(OC(=O)c2ccncc2)cc1)c1ccncc1 | -3% | 1.2% |
| Cc1ccc(CC/C=N/N=C2\NC(=O)CS2)o1 | 3% | 0.4% |
| O=C(C1CCN(S(=O)(=O)c2ccc3c(c2)OCCO3)CC1)N1CCc2ccccc21 | 4% | 7.4% |
| O=[N+]([O-])c1ccc(Oc2cc(C(F)(F)F)ccc2Cl)cc1O | 1% | -0.2% |
| OCCOc1ccc(C2=NCCO2)cc1 | 1% | 3.8% |
| O=C(c1ccccc1-c1ccccc1)N1CCOCC1 | -3% | 5.3% |
| COc1ccc(C=Nc2ccc(Sc3ccc([N+](=O)[O-])cc3)cc2)cc1OC | 1% | 0.7% |
| S=c1[nH]ncn1/N=C/c1ccc(Br)cc1 | -18%&5% | -1.4%&1.1% |
| OC(COCCC12CC3CC(CC(C3)C1)C2)CN1CCSCC1 (configuration not stated) | 4% | -1.8% |
| COc1ccc(/C=C2\SC(=O)N(CCC(=O)N3CCN(C)CC3)C2=O)cc1 | 2% | 0.5% |
| CC1=C(C(=O)OC(C)C)C(c2cccnc2)n2ncnc2N1 (configuration not stated) | -10% | -3.4% |
| COc1cc(S(=O)(=O)N2CCC(c3nc4ccccc4s3)CC2)ccc1S(=O)(=O)N1CC(C)CC(C)C1 (configuration not stated) | · | 0.0% |
| N#Cc1nc(-c2ccc(Cl)cc2)oc1NCc1ccco1 | 4% | 2.3% |
| O=S(=O)(Nc1nc2ccccc2nc1N1CCCCC1)c1ccccc1 | -2% | 3.2% |
| O=C(COCC(=O)N1CCOCC1)NCC(=O)N1CCOCC1 | 1% | -15% |
| CS(=O)(=O)c1ncc(Cl)c(C(=O)Nc2ccc(N3CCOCC3)cc2)n1 | -3% | -0.3% |
| O=C(NCc1cccs1)C1CCN(S(=O)(=O)c2ccc3c(c2)OCCO3)CC1 | -6% | -7.0% |
| C=CCn1nnnc1SCC(=O)Nc1ccccc1C(=O)OC | -14% | 4.8% |
| CC/C(=N\NC(N)=O)C1CC(C(C)C)CC=C1C (configuration not stated) | 0% | 2.1% |
| CN(C)CCNc1nc2c(c(=O)[nH]c(=O)n2C)n1CC(O)COc1ccc(Cl)cc1Cl (configuration not stated) | 2% | -4.8% |
| O=C(Oc1ccc(-c2cn3c(n2)SCC3)cc1)c1ccccc1 | -2% | 1.5% |
| Cc1ccc(SCCNS(=O)(=O)c2ccc(C)c([N+](=O)[O-])c2)cc1 | -1% | 0.5% |
| O=C(O)C1C2C=CC(C2)C1C(=O)OCC1CCCO1 (configuration not stated) | -11% | 6.0% |
| O=C1C(Cl)=C(NCc2ccccc2)C(=O)N1c1cccc(Cl)c1Cl | -6% | 5.7% |
| CCc1ccc(-c2nc(CSCC(=O)NCCCN3CCCC3=O)c(C)o2)cc1 | · | 1.2% |
| O=C1Nc2ncccc2OC1CCCl (configuration not stated) | · | 0.5% |
| O=c1/c(=C\c2cccn2-c2ccccc2)sc2nc3ccccc3n12 | 0% | 6.3% |
| COc1ccc(N(CC(=O)NC2CCCC2)C(=O)c2ccc(N3CCCCC3)nc2)cc1 | 6% | -1.5% |
| COc1ccc(CC(=O)Nc2ccc(-c3nc4ccccc4o3)c(O)c2)cc1OC | 38% | -35% |
| CCCNC(=O)C1CN(S(=O)(=O)c2ccccc2)CCN1S(=O)(=O)c1ccccc1 (configuration not stated) | -1% | -2.9% |
| O=C(C1CCCO1)N1CCN(S(=O)(=O)c2cccc3nsnc23)CC1 (configuration not stated) | -5% | 1.7% |
| O=C(NCCCn1ccnc1)c1cccnc1 | -9% | -0.3% |
| CN(C)c1ccc(N/C(N)=N/c2nc(C(F)(F)F)cc(=O)[nH]2)cc1 | 2% | 1.7% |
| Cc1cccc(Cn2c(SCCN3CCCCC3)nc3c2c(=O)[nH]c(=O)n3C)c1 | -12% | -0.7% |
| CC(C)(C)c1ccc(C(=O)NCCC(=O)N2CCN(c3ncccn3)CC2)cc1 | · | 0.8% |
| CCCCn1c(=O)c(C(=O)c2ccccc2)nc2ccccc21 | · | -2.3% |
| CCOc1ccc(Nc2cc(=O)n(C)c(=O)n2C)cc1 | -17%&3% | 3.8%&-4.2% |
| COc1ccccc1C(=O)Oc1ccc2c(c1)C(C)=CC(C)(C)N2 | 3% | -4.9% |
| CCOCCOc1nc2c(c(=O)n(C)c(=O)n2C)n1CCc1ccccc1 | · | 0.4% |

The list continues:
| smiles | MKP-3 inhibition | Hsp70 inhibitors |
| --- | --- | --- |
| COc1cc(C2C(C#N)=C(N)Oc3c2[nH]c(=O)[nH]c3=O)cc(OC)c1OC (configuration not stated) | -2% | 2.0% |
| Cc1ccc(S(=O)(=O)N2CCN(S(C)(=O)=O)C2C(C)C)cc1 (configuration not stated) | 2% | -2.3% |
| N#C/C(=C\c1ccco1)c1nc(-c2ccc(Cl)c(Cl)c2)cs1 | -1% | -0.6% |
| Cn1c(=O)c2c(ncn2CCCNC2=CC(C)(C)CC(=O)C2)n(C)c1=O | -8% | 4.6% |
| Cc1ccc(C(C)C)c(OCC(=O)Nc2cccc3nsnc23)c1 | -7% | -5.2% |
| CC1=C(C(=O)OC(C)C)C(c2cccnc2)C2=C(CC(C)(C)CC2=O)N1 (configuration not stated) | · | 11% |
| CC1CCCN(S(=O)(=O)Cc2ccc(Cl)cc2)C1 (configuration not stated) | · | 0.7% |
| COc1ccc(NC(=O)c2cc3ccc4c5ccccc5[nH]c4c3cc2O)cc1 | 0% | -3.2% |
| N#CC1(P(=O)(c2ccccc2)c2ccccc2)CC1 | 0% | 5.2% |
| Cc1ccnc(-n2sc3ccccc3c2=O)n1 | 6% | · |
| CC1CCc2c(sc3nc(SCC(=O)NCc4ccco4)nc(N)c23)C1 (configuration not stated) | 3% | 2.0% |
| O=C(O)CCCC(=O)Nc1ccc(C(=O)N2CCCCC2)cc1 | 2% | 4.5% |
| Cn1c(=O)[nH]c(=O)c2c1nc(SCC(=O)Nc1ccccc1)n2Cc1ccccc1 | -2% | 1.7% |
| Cn1c(=O)c2[nH]cnc2n(C)c1=O | -4% | -2.6% |
| CCOc1ccccc1NC(=O)c1ccccc1N(C)S(C)(=O)=O | -7% | 6.1% |
| CCC(C)c1ccc(OCCCCN2CCOCC2)cc1 (configuration not stated) | · | 1.2% |
| OC(COc1ccc2c(c1)CCC2)Cn1cnc2ccccc21 (configuration not stated) | -9% | 7.1% |
| COc1ccc(C(=O)Cn2nnc(-c3ccccc3NC(=O)C3CC3)n2)cc1 | -7% | 0.9% |
| N/C(=N/N=C/c1ccc2c(c1)OCO2)c1ccccn1 | 5% | 0.0% |
| COc1ccc(/C=C2/C(=N)N3N=C(C(C)C)SC3=NC2=O)cc1OC | 0% | 2.3% |
| O=C(CCS(=O)(=O)c1ccc(Br)cc1)NCc1cccs1 | 3% | 6.3% |
| CC(=O)NCCn1c(SCC(=O)c2ccccc2)nc2ccccc2c1=O | -7% | -4.2% |
| CS(=O)(=O)N1CCN(Cc2c[nH]c3ccccc23)CC1 | 0% | -1.0% |
| Cn1c(=O)c2c(nc(SCc3cccnc3)n2Cc2ccccc2)n(C)c1=O | 2% | · |
| Cc1nc2sc(-c3ccccc3)cc2c(=O)[nH]1 | · | 2.5% |
| CSc1cnn(-c2ccccc2)c(=O)c1SC | -11% | -0.9% |
| Cc1ccc(OCC(=O)n2nc(C)cc2C)c(Br)c1 | -13% | 2.1% |
| CC1CCN(c2cc(N3CCN(C(=O)c4ccc(F)cc4F)CC3)c([N+](=O)[O-])cc2F)CC1 | 5% | -4.7% |
| O=C(COc1ccc([N+](=O)[O-])cc1)Nc1ccc(NC(=O)c2ccco2)cc1 | 4% | -7.0% |
| Cc1ccc(-c2nc(SCC(N)=O)c(C#N)c3c2CCCC3)cc1 | · | 4.0% |
| CCOc1ccc(NC(=O)C2CC(=O)N(C)C(=Nc3ccc4c(c3)OCO4)S2)cc1 (configuration not stated) | -12% | -3.4% |
| Cc1ccc(SCc2cc(=O)n3[nH]c(C)nc3n2)cc1 | -4% | 3.9% |
| CN1C(=O)c2ccccc2Sc2ccc(NC(=O)NC3CC3)cc21 | -1% | 3.1% |
| O=C(N1CCN(C(=O)C23CC4CCC(CC(C4)C2)C3)CC1)C12CCC3CC(CC(C3)C1)C2 | -5% | 1.3% |
| CC1=NN(C(=O)CCc2ccccc2)C(O)(c2ccncc2)C1 (configuration not stated) | -2% | 3.6% |
| COc1ccc(N2CCN(C(=O)Cc3cccs3)CC2)cc1 | · | -0.4% |
| Cc1ccc(OCC(=O)Nc2cc([N+](=O)[O-])ccc2Cl)cc1 | -1% | 4.0% |
| Cc1cccc(OCC(O)Cn2c(=N)n(CCN3CCCCC3)c3ccccc32)c1 (configuration not stated) | -12% | -0.3% |
| CCOCCCn1c(=N)c(C(N)=S)cc2c(=O)n3cccc(C)c3nc21 | 2% | -1.1% |
| CCOc1ccc(NC(=O)c2cc3cc4ccc(OC)cc4nc3o2)cc1 | · | 2.5% |
| Cc1ccc(-c2csc3nnc(SCc4csc(C)n4)n23)cc1 | -10% | -2.2% |
| COc1ccccc1NC(=O)CN1CCN(CC(=O)Nc2ccc3c(c2)OCO3)CC1 | 3% | -6.4% |
| COc1cc([N+](=O)[O-])cc(/C=N/NC(=O)COc2c(Br)cc(Br)cc2Br)c1O | 18% | 30% |
| O=C(NCc1cccnc1)c1cccc(F)c1 | -1%&-4% | 25%&1.6% |
| Cc1ccccc1Cn1c(-c2nonc2N)nc2ccccc21 | 3% | -5.2% |
| CN(CC(=O)NC1CCCCC1)S(=O)(=O)c1cccc2cccnc12 | -2% | -0.3% |
| O=C(CCn1c(=O)oc2ccccc21)NCc1ccco1 | -5% | 4.2% |
| COc1ccc(S(=O)(=O)NC(C)(C)C)cc1-c1nnc2c3ccccc3c(C)nn12 | · | 7.6% |
| CCOCCCN(C(=O)Cn1nnc2ccccc21)C(C(=O)NCc1ccco1)c1ccncc1 (configuration not stated) | -15% | -1.1% |
| COc1ccc(N(CC(=O)NCCSC2CCCCC2)S(C)(=O)=O)c(OC)c1 | · | 4.7% |

Five entries out of the list above, arranged by their value in Hsp70 inhibitors, low to high:
| smiles | MKP-3 inhibition | Hsp70 inhibitors |
| --- | --- | --- |
| COc1ccccc1C(=O)Oc1ccc2c(c1)C(C)=CC(C)(C)N2 | 3% | -4.9% |
| CC1=C(C(=O)OC(C)C)C(c2cccnc2)n2ncnc2N1 (configuration not stated) | -10% | -3.4% |
| CN(CC(=O)NC1CCCCC1)S(=O)(=O)c1cccc2cccnc12 | -2% | -0.3% |
| Cc1ccc(OCC(=O)n2nc(C)cc2C)c(Br)c1 | -13% | 2.1% |
| COc1ccc(/C=C2/C(=N)N3N=C(C(C)C)SC3=NC2=O)cc1OC | 0% | 2.3% |

Next section.
| smiles | MKP-3 inhibition | Hsp70 inhibitors |
| --- | --- | --- |
| C/C(Cl)=C/Cn1c(NCCCn2ccnc2)nc2c1c(=O)[nH]c(=O)n2C | 0% | -0.5% |
| Cc1nnc2sc(-c3ccc(NC(=O)CSc4ccc(Cl)cc4)cc3)nn12 | -6% | 1.0% |
| CC(C)(C)NC(=O)CN(c1cccc(C(F)(F)F)c1)S(C)(=O)=O | 0% | 2.0% |
| COCCNC(=O)CN(c1ccc(OC)cc1)S(C)(=O)=O | -2% | 1.1% |
| COc1ccc(Cn2nnnc2C(c2ccccc2)N2CCN(C3CCCC3)CC2)cc1 (configuration not stated) | -12% | 0.4% |
| COc1cc(/C=C2/SC(=S)N(CC(=O)Nc3ccccc3C(=O)O)C2=O)cc(OC)c1OC | -1% | 2.5% |
| Cc1cc(C)cc(NC(=O)/C=C/c2ccc(C)o2)c1 | 5% | 2.5% |
| CC(C)N1C(=O)C2C(C(=O)NCc3ccccc3)C3C=CC2(O3)C1C(=O)NC(C)(C)C (configuration not stated) | 0% | -1.5% |
| C=CCN(CC(=O)NCC1CCCO1)C(=O)CCC(=O)Nc1cc(C)on1 (configuration not stated) | 7% | 7.7% |
| Oc1ccc(C2NN=C(c3ccccc3)S2)cc1 (configuration not stated) | 0% | 2.7% |
| COc1ccc(CNC(=O)c2ccc(NC(=O)C3CCCO3)cc2)cc1 (configuration not stated) | -1% | 13% |

As entered above:
Hsp70 inhibitors with `C/C(Cl)=C/Cn1c(NCCCn2ccnc2)nc2c1c(=O)[nH]c(=O)n2C` reads -0.5%
MKP-3 inhibition with `Oc1ccc(C2NN=C(c3ccccc3)S2)cc1` (configuration not stated) reads 0%
MKP-3 inhibition with `CC(C)N1C(=O)C2C(C(=O)NCc3ccccc3)C3C=CC2(O3)C1C(=O)NC(C)(C)C` (configuration not stated) reads 0%

Some of the compounds tested; the hit share may differ from the screen's.
